From PubChem
TSHR antag = blocks TSH signaling through the human TSH receptor | TSHR-expressing cells, TSH-stimulated cAMP HTRF, 2 h; hits give low values | activity change, negative = inhibition, % at 11.5 µM | 330,000 tested, 0.2% active | P16473;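 active = activity change below a set negative limit, meaning inhibition stronger than a set level, cut at about -70% in these data; inconclusive = activity change between two set negative limits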; also: % is scaled to controls: 0 for no effect and ±100 for the full control effect
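Read-out is FRET at 665 nm (cryptate excitation 337 nm) from a cryptate-tagged anti-cAMP antibody, competed by cell cAMP against cAMP-d2. Compounds are tested on freshly harvested TSHR cells challenged with 4nM TSH (EC80) for 2 hours at 37 deg C.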
Eya2 phos inh = blocks the phosphatase activity of human Eya2 | 330,000 tested, 0.006% active | Potency, µM (series often up to 76.9 µM), for the others: at the highest dose activity, negative = inhibition, hits mostly inhibitors | O00167 | recombinant Eya2, OMFP fluorescence dephosphorylation (OMFP is methylfluorescein phosphate); also: potency is read from the fitted curve at half-maximal effect; % is scaled to controls: 0 for no effect and ±100 for the full control effect
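Eya2 protein (added as 0.2 uM solution) was preincubated with compound for 10 min at ambient temperature in 50 mM HEPES pH 7.5, 50 mM NaCl, 5 uM MgCl2, 0.05% BSA, 1 mM DTT. OMFP (added at 50 uM) then reacted 10 min; fluorescence read at 485/525 nm.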
MBNL1 CUG block = blocks human MBNL1 binding to CUG repeat RNA | Q9NR56 | TR-FRET MBNL1-His/biotin-(CUG)12 binding, 665/545 ratio | Potency, µM (titrated, usually from 57.5 µM), inactives show at the top dose activity change, negative = inhibition, usual class: inhibitors | 280,000 tested, 0.036% active | AID 2675; active = well fitted inhibition curve with a large enough effect in the signal ratio, with a control signal flat, not every such curve was filed as active; inconclusive = small, poorly fitted or top-dose-only effect, or effect the other way, or a change in a side signal; inactive = no such curve, though single readings can be large or run the other way; the % refers to the signal ratio; also: potency is read from the fitted curve at half-maximal effect; % is scaled to controls: 0 for no effect and ±100 for the full control effect
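MBNL1-His + Biotin-(CUG)12, cpd titration 92 nM–58 uM; Tb anti-His Ab 0.055 ng/ul, SA-XL665 5 nM (final); 60 min RT; ratiometric 665/545 nm, Ex 340 nm; normalized to buffer and full-complex controls.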
GALK inh = blocks human galactokinase activity | P51570 | Purified GALK, Kinase-Glo residual ATP luminescence | Potency, µM (titrated, usually from 57.5 µM), inactives show at the highest dose activity change, negative = inhibition, usual class: inhibitors | 270,000 tested, 0.007% active | AID 1868; also: potency is read from the fitted curve at half-maximal effect; % is scaled to controls: 0 for no effect and ±100 for the full control effect
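GALK at 5 nM final was combined with compound, 35 uM ATP and 100 uM galactose in HEPES pH8.0 with MgCl2 and DTT. The reaction ran one hour at room temperature before luminescent ATP detection.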
USP2a block = USP2a (human) protease inhibition. 330,000 tested, 0.01% active. USP2 core, Ub-CHOP2 coupled fluorogenic reporter, 485/531. Potency, µM (highest dose often 38.3 µM), for the others: at the highest dose activity change, negative = inhibition, hits mostly inhibitors. O75604;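 also: potency is read from the fitted curve at half-maximal effect; plate controls were DMSO wells for no effect and full inhibition by NEM control for full effect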
Target sequence (O75604 whole entry, looked up): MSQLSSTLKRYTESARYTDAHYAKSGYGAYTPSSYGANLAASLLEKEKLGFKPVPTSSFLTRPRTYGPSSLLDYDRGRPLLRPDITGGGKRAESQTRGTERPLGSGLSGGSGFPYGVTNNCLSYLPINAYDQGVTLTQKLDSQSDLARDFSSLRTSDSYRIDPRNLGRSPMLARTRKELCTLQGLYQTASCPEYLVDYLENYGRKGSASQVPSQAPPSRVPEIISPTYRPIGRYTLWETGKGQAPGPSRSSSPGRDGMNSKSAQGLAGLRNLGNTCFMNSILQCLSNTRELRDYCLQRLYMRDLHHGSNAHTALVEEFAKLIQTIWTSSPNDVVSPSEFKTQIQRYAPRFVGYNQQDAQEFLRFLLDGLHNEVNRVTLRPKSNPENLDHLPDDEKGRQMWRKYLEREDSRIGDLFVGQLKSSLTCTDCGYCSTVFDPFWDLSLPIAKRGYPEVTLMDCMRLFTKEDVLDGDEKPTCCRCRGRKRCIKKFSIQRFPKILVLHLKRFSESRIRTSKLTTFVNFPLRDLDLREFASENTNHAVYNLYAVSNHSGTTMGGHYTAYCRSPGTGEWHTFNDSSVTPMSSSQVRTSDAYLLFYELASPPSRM
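Deubiquitinase activity read as fluorescence (485/531 nm) after Ub-CHOP2 cleavage activates the enterokinase reporter on its substrate; USP2 core 10nM, Ub-CHOP2 and substrate 25nM each, 30min compound preincubation then 60min RT; data normalized to NEM, curves fitted.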
S-ASM inh = inhibitors of human secretory acid sphingomyelinase. P17405. placental ASM, HMU-PC fluorogenic substrate, 60 min. Potency, µM (doses to about 57.5 µM), without a hit: at the top dose activity change, negative = inhibition, usual class: inhibitors. 340,000 tested, 0.006% active. AID 504937; also: potency is read from the fitted curve at half-maximal effect
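Fluorogenic HMU-PC substrate (9 uM final) is turned over by placental ASM in 60 min at 37 C after a 10 min compound preincubation. Reaction ended by alkaline stop (pH 10), with fluorescence read at 386/447 nm.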
Mito fusion yeast = blocks mitochondrial division or promotes mitochondrial fusion | S. cerevisiae fusion-defective mutant growth rescue, CellTiterGlo 48 h | AID 485298 | 320,000 tested, 0.23% active | Potency, µM (highest dose often 46.1 µM), for the others: at the top dose growth rescue (activation), actives largely listed as activators;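 also: potency is read from the fitted curve at half-maximal effect; % of control where 0% means no effect; nearly all actives have a fitted effect of over 45% in size; temperature-sensitive fusion mutants such as fzo1-1 at 37 °C on non-fermentable ethanol glycerol medium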
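Temperature-sensitive fusion-defective S. cerevisiae (e.g. fzo1-1, mgm1-5) were grown with compound in YPEG medium (3% ethanol, 3% glycerol) for 48 hours at 37C. Growth rescue was measured as viability by CellTiterGlo luminescence after 10 minutes at ambient.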
Menin MLL FP TR = menin-MLL binding inhibition, Texas Red mutant peptide; O00255; Menin + Texas Red MLL mutant peptide, fluorescence polarization; Potency, µM (series often up to 61.6 µM), for the others: top-dose FP activity change, negative = inhibition, hits mostly inhibitors; 270,000 tested, 0.23% active; AID 1768; active = well fitted inhibition curve with a large enough effect in the polarisation, with a control signal flat, not every such curve was filed as active; inconclusive = small, poorly fitted or top-dose-only effect, or effect the other way, or a change in a side signal; inactive = no such curve, though single readings can be large or run the other way; the % refers to the polarisation; also: potency is read from the fitted curve at half-maximal effect; % of control where 0% means no effect; many of its hits are not listed in these tables
hERG WT inh = blocks the wildtype human KCNH2 potassium channel. U2OS, BacMam KCNH2, thallium flux FluxOr; hits give low values. Q12809. activity change, % at 1.84 µM. 340,000 tested, 0.37% active;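 active = maximum activity change below -70%; inconclusive = maximum activity change between -70% and -50%; inactive = maximum activity change above -50%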; also: % is scaled to controls: 0 for no effect and ±100 for the full control effect
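U2OS cells were transduced with wild-type KCNH2 virus (2.03 x 10^8 / mL) for 4 h at room temperature, then cultured overnight at 37 C. Thallium flux was read with FluxOr dye. Rate constants were normalized to DMSO controls.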
PKM2 act = activators of human pyruvate kinase M2; P14618; purified PKM2, Kinase-Glo ATP luminescence, activation; response scale: 0% is enzyme alone, no compound; Potency, µM (titrated, usually from 57.5 µM), inactives show at the top dose activation, usual class: activators; 260,000 tested, 0.34% active; AID 1631; also: potency is read from the fitted curve at half-maximal effect; % is scaled to controls: 0 for no effect and ±100 for the full control effect; nearly all actives have a fitted effect of over 55% in size
Target sequence (P14618 whole entry, looked up): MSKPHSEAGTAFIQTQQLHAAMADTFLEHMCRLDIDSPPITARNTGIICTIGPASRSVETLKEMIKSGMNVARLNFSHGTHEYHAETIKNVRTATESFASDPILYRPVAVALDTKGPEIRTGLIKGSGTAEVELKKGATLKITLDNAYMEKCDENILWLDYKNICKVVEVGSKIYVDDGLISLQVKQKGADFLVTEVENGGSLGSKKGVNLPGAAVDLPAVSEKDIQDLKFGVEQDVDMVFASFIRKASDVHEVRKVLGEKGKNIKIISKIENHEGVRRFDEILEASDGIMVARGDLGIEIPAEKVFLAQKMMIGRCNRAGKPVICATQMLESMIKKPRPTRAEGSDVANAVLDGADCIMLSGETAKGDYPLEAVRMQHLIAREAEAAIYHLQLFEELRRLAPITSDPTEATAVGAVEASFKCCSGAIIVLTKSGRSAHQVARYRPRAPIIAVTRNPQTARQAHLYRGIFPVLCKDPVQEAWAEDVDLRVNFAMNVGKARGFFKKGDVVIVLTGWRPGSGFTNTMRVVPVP
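hPK-M2, >95% pure; 0.1 mM ADP / 0.5 mM PEP final; imidazole pH7.2 buffer w/ 7 mM MgCl2, 50 mM KCl; 1 h RT; Kinase-Glo lum. Intermediate enzyme activity for dual inhibitor/activator qHTS.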
Chronic BCR inh = chronic active BCR signaling inhibition. Potency, µM (series often up to 46.1 µM), without a hit: at the highest dose ratio change, negative = lower green/red ratio, actives largely listed as inhibitors. 340,000 tested, 0.05% active. AID 493014. ABC-DLBCL IkBa-CBG/CBR reporter, luminescence ratio, 4 h; active = well fitted inhibition curve with a large enough effect in the signal ratio, with a control signal flat, not every such curve was filed as active; inconclusive = small, poorly fitted or top-dose-only effect, or effect the other way, or a change in a side signal; the % refers to the signal ratio;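 also: potency is read from the fitted curve at half-maximal effect; plate controls were basal doxycycline-induced cells for no effect and cells given 10 µM MG132 for full effect; MG132 reads +100%, hits lower the ratio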
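Concentration-response series (up to 46 uM) were applied to TMD8 dual-reporter cells for 4 h at 37C with doxycycline. Green/red ratio, after filter-overlap correction, defined %Activity; red signal alone was normalised to basal cells and zero luminescence.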
The depositor's hits bear a star; ? = inconclusive; · = no result given; [ ] = another dose, or the depositor's remark. Unless noted, calls follow the shape of the dose curve; as a rule, active = well fitted curve in the direction sought with a large enough effect; inconclusive = small, poorly fitted or top-dose-only effect, or another doubt; inactive = no such curve, though single readings can be large; an effect the other way counts as inactive or inconclusive. Some of the compounds tested, so the mix of outcomes need not match the whole.

SMILES	TSHR antag	Eya2 phos inh	MBNL1 CUG block	GALK inh	USP2a block	S-ASM inh	Mito fusion yeast	Menin MLL FP TR	hERG WT inh	PKM2 act	Chronic BCR inh
COc1cc(C(=O)NCC(=O)N/N=C/c2cccs2)cc(OC)c1OC	-7.5	-4.8%	31.8%[activator]	0.8%	5.1%	3.9%	-1.6%	3.8%	1.1	1.3%	-5.0%
COc1ccc(CCNC(=O)CSc2nnc(CNC(=O)c3cc(OC)c(OC)c(OC)c3)o2)cc1OC	2.6	-1.6%	-1.1%	0.4%	5.7%	-3.2%	-0.4%	·	-4.2	·	-10.9%
CC1(C)CC2(CC(c3cccs3)c3cc(Cl)c(O)cc3O2)NC(=S)N1 (stereo not drawn)	1.4	3.3%	-2.7%	·	-0.9%	-4.5%	-10.9%	24.8%	4.1	-0.4%	?
CCC(C)NCC(O)(c1ccc(Cl)cc1)c1ccc(Cl)cc1 (stereo not drawn)	-8.6	3.4%	·	-1.5%	2.7%	-0.4%	-0.8%	?	16.4	-9.8%	?
O=C(c1cnsn1)N1CCN(c2ccccn2)CC1	-7.0	-11.4%	0.6%	-1.1%	0.2%	5.0%	-1.5%	·	-9.7	-0.9%	18.0%
CCc1ccccc1NC(=O)Nc1ccsc1C(=O)OC	4.5	1.7%	-5.1%	-3.0%	0.5%	-5.9%	7.6%	7.5%	1.5	-5.3%	?
CC(=O)Nc1ccc(NC(=O)CN(C)CCC#N)cc1	-8.0	-3.8%	-4.8%	5.2%	-1.8%	6.7%	3.7%	-0.5%	0.7	-1.7%	-0.5%
CCCc1cc(=O)[nH]c(SCC(=O)N2CCOCC2)n1	-6.6	-7.9%	-2.4%	-1.9%	-1.4%	5.4%	-3.2%	-4.5%	-21.2	-7.2%	5.8%
O=C(COc1ccccc1)NCCS(=O)(=O)N1CCN(c2ccccc2)CC1	10.8	-2.8%	·	·	1.7%	-0.4%	-2.7%	·	-9.0	·	-12.9%
Cc1cc(C)cc(NC(=O)c2cccnc2)c1	-7.3	7.0%	-4.0%	-0.6%	5.5%	1.7%	2.3%	1.1%	18.3	0.1%[11.5 µM]	-4.3%
CC(=O)N1CCOc2ccc(S(=O)(=O)NC[C@H]3O[C@@H](n4cnc5c(N)ncnc54)[C@H](O)[C@@H]3O)cc21	-6.6	2.9%	·	·	3.8%	-0.7%	·	·	-18.9	·	?
Nc1cc(-c2ccc(Cl)cc2)nn1S(=O)(=O)c1ccc(Cl)cc1	-15.5	0.2%	-0.3%	1.6%	-1.7%	-20.1%	-0.2%	?	3.9	-4.9%	-1.8%
Cc1ccc(NC2=CC(=O)CC(C)(C)C2)c(N)c1	-9.2	6.7%	2.3%	-0.7%	-0.1%	3.4%	0.0%	-8.1%	-0.1	-2.9%	9.7%
C/C(=C\C(=O)c1ccccc1)Nc1cccc(O)c1	-4.8	-5.4%	10.5%	3.3%	-6.5%	-1.1%	-2.7%	7.3%	-24.5	-1.8%	?
Cc1c(NC(=O)C(C)OC(=O)[C@@H](NC(=O)c2ccccc2)C(C)C)c(=O)n(-c2ccccc2)n1C (stereo partly drawn)	-1.1	10.3%	-0.4%	·	2.5%	-3.8%	-0.5%	5.0%	-14.5	-0.5%	-2.5%
CCc1c(C)[nH]n(-c2ccc(Oc3ccccc3)c(S(=O)(=O)O)c2)c1=O	5.0	9.0%	5.1%	5.6%	-6.1%	6.5%	-0.6%	13.4%	-26.2	0.6%	-0.1%
CCOc1ccccc1CNC(=O)c1ccc2nc(N3CCOCC3)sc2c1	6.0	-5.4%	-5.1%	·	1.8%	-5.3%	4.3%	-12.2%	2.2	4.8%	?
CC1=C(C(=O)Nc2ccc(Cl)cc2)C(c2ccncc2)C(C#N)=C(SCC(N)=O)N1 (stereo not drawn)	9.5	0.4%	1.0%	-2.0%	0.9%	-1.7%	-1.0%	9.3%	-1.3	-12.6%	3.8%
COc1ccccc1/C=C/C=C1\Oc2c(ccc(O)c2CN(C)C)C1=O	-3.2	?	?	-2.2%	?	-9.7%	-0.5%	·	-27.4	-1.1%	?
COCCN1CCn2c(nc3cc(NC(C)=O)ccc32)C1	-0.1	-1.7%	2.5%	0.6%	5.6%	9.5%	6.8%	-6.4%	2.2	·	?
CCOc1ccc(CCN2CN(C3CCCCC3)CNC2=S)cc1OCC	-12.9	4.2%	0.3%	-1.6%	0.9%	0.8%	-7.2%	·	-12.0	0.7%	-4.2%
Cc1cc(C(=O)OCC(=O)Nc2ccccc2C(F)(F)F)on1	-12.5	6.2%	·	·	0.3%	-1.1%	·	·	-0.1	·	-0.2%
Fc1ccc(OCc2nnc(SCCN3CCOCC3)o2)cc1	36.8	3.2%	-2.9%	-1.3%	4.8%	-0.6%	0.5%	17.0%	-4.5	1.7%	?
S=C(NCCC1=CCCCC1)NCc1ccco1	-15.7	10.6%	4.5%	0.4%	-1.3%	6.9%	15.3%	19.7%	-1.6	-0.7%	4.2%
CN(Cc1ccco1)C(=O)c1ccc(CNS(=O)(=O)c2ccc3c(c2)C(C)(C)C(=O)N3C)cc1	0.4	-1.0%	-3.8%	·	0.4%	4.6%	-0.2%	-0.3%	8.3	0.6%	2.4%
O=C(NNC(=O)c1ccc([N+](=O)[O-])cc1)c1ccncc1	-4.7	-0.3%	·	1.9%	3.0%	-2.1%	-4.4%	-6.8%	-1.3	0.2%	?
Cc1cc([N+](=O)[O-])c(C)cc1-c1ccc(/C=N/NC(=O)c2cccnc2)o1	-5.3	1.7%	18.0%	5.4%	0.0%	-7.1%	3.7%	14.5%	1.9	10.8%	-2.5%
Cn1cc(Br)c(C(=O)NNC(=O)Cc2ccc(Cl)cc2)n1	-10.2	-0.3%	6.1%	-1.1%	0.1%	-3.9%	3.6%	14.5%	-9.9	·	-6.0%
COc1ccc(CCNc2cc(C)nc3c(-c4ccccc4OC)cnn23)cc1OC	-3.4	-0.8%	4.6%	·	1.6%	29.7%	-1.4%	?	-0.2	·	-1.6%
Cc1cc(Cl)c(OCCCSc2nc(C)cc(=O)[nH]2)c(Br)c1	5.6	5.3%	-0.1%	-1.2%	2.1%	-11.4%	12.2%	-1.2%	-8.1	-1.1%	-14.9%
COc1ccc(S(=O)(=O)N2CCN(Cc3ccc(OC)c(OC)c3)CC2)cc1	14.6	14.5%	-9.4%	4.1%	1.1%	-4.0%	-1.0%	3.9%	4.6	0.8%	-3.2%
N/C(=N\OC(=O)c1cccc(F)c1)c1ccccc1	7.5	1.4%	9.9%	5.6%	-1.6%	-2.2%	8.7%	-18.5%	4.5	-46.6%	5.0%
O=C(O)c1cccc(Nc2ccc3nonc3c2[N+](=O)[O-])c1	0.1	-2.3%	?	-3.7%	2.3%	0.1%	0.5%	0.4%	-4.6	0.8%	-1.0%
CCCCCCn1nc(C(=O)N(CCOC)c2c(N)n(CCCC)c(=O)[nH]c2=O)c2ccccc2c1=O	8.6	-20.4%	·	·	1.5%	28.4%	-0.1%	·	-5.3	·	?
COc1ccccc1CN1CCN(C(=O)c2ccncc2)CC1	3.3	21.6%	-4.7%	-7.4%	2.5%	0.2%	0.8%	-17.6%	4.8	-0.2%	1.6%
CCCCC(=O)N=c1sc2cc(S(C)(=O)=O)ccc2n1C	-3.4	-0.8%	0.3%	-2.8%	1.3%	-1.8%	2.0%	-1.5%	4.0	10.0%	-7.4%
CCOc1ccccc1NC(=O)Cc1coc2ccc(C)cc12	-4.7	10.4%	2.8%	-1.8%	-1.5%	-5.1%	-1.9%	-14.6%	5.2	7.1%	-1.2%
COc1ccc(N(C)C(=O)c2onc3c2CCCC3)cc1	4.9	1.2%	7.0%	3.2%	1.3%	-5.8%	-2.4%	-1.5%	15.1	2.7%	-0.1%
c1cc2c(nn1)CCc1nonc1-2	-7.1	6.2%	13.2%	3.4%	2.4%	-1.5%	-1.4%	-6.1%	-5.5	12.4%	2.7%
